# Assay outcomes deposited in PubChem by several laboratories.
# DYRK1A inh = Dyrk1A (rat) kinase inhibition; 310,000 tested, 0.43% active; inhibition, % at 12.5 µM; ADP-Glo luminescence, NFATc1 peptide; Q63470; in the data active = inhibition above about 50%;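 also: plate controls were vehicle with enzyme for no effect and no enzyme for full effect; many of its hits are not listed in these tables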
# Platelet DG rel = modulates dense granule release in human platelets; inhibition, %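 (compounds screened at 7.5 µM in platelet-rich plasma)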; 300,000 tested, 0.22% active; human platelet-rich plasma, SFLLRN dense granule ATP release, luminescence; AID 1663;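 active = mean replicate score, as percent of positive control, at or above 50; inconclusive = mean below 50 but at least one replicate at or above 50; inactive = mean and every replicate below 50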
# PolyA inh = blocks polyadenylation in yeast reporter cells | 300,000 tested, 0.02% active | S. cerevisiae SKY197-pL101 polyadenylation reporter, beta-gal luminescence; efflux-impaired pdr1/pdr3 knockout yeast; score 100 = 6 SD above DMSO | AID 1875 | calls only at 12 µM;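 active = lowest replicate activity score at least 50, where 100 means six control SD above control mean; inconclusive = lowest score under 50 but half or more replicates reach 50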;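 also: yeast exposed to compound for 9 h at 30 °C; higher score means more reporter readthrough which indicates perturbed polyadenylation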
# TRPC4 act = activators of mouse TRPC4 channel; 310,000 tested, 0.49% active; B-score at 10 µM; HEK293 TRPC4beta/mu-opioid, Fluo4 calcium fluorescence; hits give high values; AID 2237;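 active = B-score above 5 SD of library B-scores, and initial fluorescence ratio not above library mean plus 5 SD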;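 also: positive B-score marks a calcium rise read as TRPC4 activation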
#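 Incubation: 45 min room-temperature Fluo4 loading, 110 s read / System: HEK293 cells stably co-expressing mouse TRPC4beta and mu-opioid receptor / Signal: Fluo4 fluorescence, kinetic / Control set: buffer (low) and maximal DAMGO (high) / Measure: integrated baseline-normalised fluorescence ratio, converted to per-well B score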
# KCNK3 block = human KCNK3 channel inhibition, primary screen. 340,000 tested, 0.84% active. B-score at 10 µM. CHO-KCNK3 thallium flux, FluxOR fluorescence; hits give low values;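 active = B-score under library mean minus 4 SD, starting fluorescence ratio at most library mean plus 5 SD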;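 also: more negative B-score means stronger inhibition of thallium flux through KCNK3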
# KCNQ1 act = potentiates or activates the human KCNQ1 potassium channel; P51787; CHO-K1 KCNQ1, thallium flux FluxOR fluorescence; hits give high values; 310,000 tested, 0.35% active; B-score at 10 µM;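 active = fluorescence ratio B-score, a plate-corrected score, at least three library SD, with initial intensity B-score within 5 SD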
# Target sequence (P51787 whole entry, looked up): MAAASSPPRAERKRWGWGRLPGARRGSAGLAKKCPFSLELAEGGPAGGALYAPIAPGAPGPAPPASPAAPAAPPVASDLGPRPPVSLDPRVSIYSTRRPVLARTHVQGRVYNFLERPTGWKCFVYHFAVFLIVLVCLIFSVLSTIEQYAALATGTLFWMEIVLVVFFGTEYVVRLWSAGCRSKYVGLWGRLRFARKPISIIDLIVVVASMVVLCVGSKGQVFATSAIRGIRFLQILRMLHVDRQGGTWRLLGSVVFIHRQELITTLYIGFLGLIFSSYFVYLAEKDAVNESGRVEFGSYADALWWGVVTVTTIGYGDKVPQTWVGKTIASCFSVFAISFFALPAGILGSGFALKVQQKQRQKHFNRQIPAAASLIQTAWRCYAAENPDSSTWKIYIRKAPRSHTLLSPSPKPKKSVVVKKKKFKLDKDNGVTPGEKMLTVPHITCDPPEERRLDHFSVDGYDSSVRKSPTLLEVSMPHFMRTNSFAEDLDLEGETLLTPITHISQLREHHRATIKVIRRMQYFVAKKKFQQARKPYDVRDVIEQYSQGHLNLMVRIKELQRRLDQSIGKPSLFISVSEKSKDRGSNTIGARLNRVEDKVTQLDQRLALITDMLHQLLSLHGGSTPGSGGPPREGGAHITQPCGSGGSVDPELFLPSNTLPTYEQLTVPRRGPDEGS
#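 assay system = KCNQ1-transfected CHO-K1 cells | medium = assay buffer with matched DMSO | probe or stimulus = depolarizing K+/Tl+ stimulus, K2SO4 and Tl2SO4 each 12.5 mM in 5x stock | dosing = single dose | incubation = dye 90 min, compound 20 min, room temperature | detection = kinetic FluxOR fluorescence, 10 s baseline plus 110 s post-stimulus | evaluation = ratio B score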
# hERG rescue = shields human hERG channel from block by proarrhythmic agents | activation (rescue from dofetilide block), less the hit threshold, % at 10 µM | CHO-hERG, FluxOR thallium flux, dofetilide IC70 present | 310,000 tested, 0.51% active;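 active = activation above the mean of controls blocked by dofetilide plus 5 SD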;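 also: thallium influx through hERG after potassium depolarization seen as dye fluorescence rise; in these data hits start at about 4.7%; inactives centre near -7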
# KCNK9 inh = blocks the human KCNK9 two-pore domain potassium channel. HEK293 KCNK9, FluxOR thallium flux fluorescence; hits give low values. AID 488922. B-score at 10 µM. 310,000 tested, 1.2% active. Q9NPC2;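 active = ratio B-score over 3 SD below the library mean, with starting fluorescence within 5 SD of its mean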;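 also: negative B-score means less thallium flux so channel inhibition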
# Target sequence (Q9NPC2 whole entry, looked up, the tested form may be a part): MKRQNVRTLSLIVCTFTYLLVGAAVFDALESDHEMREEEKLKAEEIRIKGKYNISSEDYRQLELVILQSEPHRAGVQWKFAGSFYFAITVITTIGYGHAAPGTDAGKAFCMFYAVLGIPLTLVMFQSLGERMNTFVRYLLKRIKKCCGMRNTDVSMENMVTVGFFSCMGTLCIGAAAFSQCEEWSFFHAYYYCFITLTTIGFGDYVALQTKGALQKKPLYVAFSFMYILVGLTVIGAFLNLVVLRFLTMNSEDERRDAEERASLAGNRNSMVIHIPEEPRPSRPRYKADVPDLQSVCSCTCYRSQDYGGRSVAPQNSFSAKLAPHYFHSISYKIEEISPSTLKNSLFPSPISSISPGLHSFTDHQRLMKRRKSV
# KCNQ1 inh = inhibitors of human KCNQ1 potassium channel; AID 2642; B-score at 10 µM; P51787; CHO-K1 KCNQ1, FluxOR thallium flux fluorescence; hits give high values; 310,000 tested, 1.3% active;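 active = compounds whose thallium flux B-score, printed positive for inhibition, exceeds three library SD while starting fluorescence stays within three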;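 also: channel opened by potassium depolarization with thallium stimulus after 20 min compound exposure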
# TRPC4 block = blocks the mouse TRPC4 cation channel. HEK293 TRPC4beta/mu-opioid, DAMGO-evoked Fluo4 calcium flux; hits give low values. B-score at 10 µM. 300,000 tested, 0.39% active;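 active = B-score over 3 SD under the library average, no early fluorescence shift, positive overall ratio signal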
#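 Assay system: HEK293 cells with stable TRPC4beta plus mu-opioid receptor expression. Dosing: single dose. Measured by: Fluo4 Ca2+ flux fluorescence. Also added: DAMGO in two steps, submaximal then maximal. Read-out: B score from integrated Fluo4 fluorescence ratio.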
# TRPC4 potent = allosteric potentiators of mouse TRPC4 channel | Q9QUQ5 | HEK293 TRPC4beta/mu-opioid, DAMGO EC20, Fluo-4 Ca2+ flux; hits give high values | B-score at 10 µM | 310,000 tested, 0.42% active;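 active = B-score of calcium response area above 5 SD of library B-scores, with initial fluorescence ratio within 5 SD of library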;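 also: B-score of integrated fluorescence ratio over time as area under calcium response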
# Starred values were filed as active, the others as inactive; i = inactive; ? = inconclusive; / = no result given. The list is partial; rates above refer to the full screens.
Molecule,DYRK1A inh,Platelet DG rel,PolyA inh,TRPC4 act,KCNK3 block,KCNQ1 act,hERG rescue,KCNK9 inh,KCNQ1 inh,TRPC4 block,TRPC4 potent
COc1ccc(CNC(=O)CN(c2ccccc2)S(=O)(=O)N(C)C)cc1,3.8,-2.2,i,i,i,i,-12.0,i,i,i,i
CCN(CC(=O)NCc1ccc(Cl)cc1)C(=O)CSc1ccc(Br)cc1,2.5,?,i,i,i,i,-13.5,i,i,i,i
COc1ccccc1NC(=O)CN1CCC(C(=O)c2ccc(F)cc2)CC1,10.8,1.0,i,i,i,i,-16.0,i,i,i,i
Cc1cc(C(=O)COC(=O)CN(C)S(=O)(=O)c2ccc(Cl)cc2)c(C)n1Cc1cccs1,4.2,-1.7,i,i,i,i,-15.4,i,i,i,i
Cc1ccc(N(C(C)C(=O)Nc2cc(Cl)ccc2Oc2ccccc2)S(C)(=O)=O)cc1 (stereo not given),-2.4,0.9,i,i,i,i,1.2,i,i,i,i
CS(=O)(=O)c1ccc(Cl)c(NC(=O)CSC(=S)N2CCCC2)c1,-1.7,1.6,i,i,i,i,-4.9,i,i,i,i
COc1ccc(Cl)cc1NC(=O)N1CCN(C2CCCCC2)CC1,5.0,-1.7,i,i,i,i,-8.5,i,i,i,i
O=C(CCC(=O)N1CCOCC1)c1ccc(F)cc1,0.2,-3.4,i,i,i,i,-6.1,i,i,i,i
O=C(NCCCCc1ccccc1)C1CC(c2ccccc2[N+](=O)[O-])=NO1 (stereo not given),6.5,2.2,i,i,i,i,-9.2,i,i,i,i
CC(NC(=O)c1ccncc1)c1ccccc1 (stereo not given),-3.7,-2.5,i,i,i,i,-0.7,i,i,i,i
Cc1cc(=O)oc2c3c(cc(OCC(=O)Nc4cccnc4)c12)OC(C)(C)CC3,2.9,0.4,i,i,i,i,-6.0,i,i,i,i
COc1ccc(OCCCN2CCCCCC2)cc1,0.2,2.4,i,i,i,i,-11.8,i,i,i,i

# Next section (two carried over from the part before).
Molecule,DYRK1A inh,Platelet DG rel,PolyA inh,TRPC4 act,KCNK3 block,KCNQ1 act,hERG rescue,KCNK9 inh,KCNQ1 inh,TRPC4 block,TRPC4 potent
Cc1cc(=O)oc2c3c(cc(OCC(=O)Nc4cccnc4)c12)OC(C)(C)CC3,2.9,0.4,i,i,i,i,-6.0,i,i,i,i
COc1ccc(OCCCN2CCCCCC2)cc1,0.2,2.4,i,i,i,i,-11.8,i,i,i,i
O=C(Nn1c(SCc2cccc([N+](=O)[O-])c2)nc2ccccc2c1=O)c1ccccc1,1.8,-0.6,i,i,i,i,-15.9,-12.7*,i,i,i
O=C(Nc1ccc(F)cc1)C1CCN(C(=O)NCc2ccccc2)CC1,-3.3,-12.4,i,i,i,i,-6.7,i,i,i,i
O=C(c1ccc(N2CCCC2=O)cc1)N1CCOCC1,-4.6,2.0,i,i,i,i,-0.7,i,i,i,i
CCc1ccc(C(=O)NN(C(=O)c2ccc(CC)cc2)C(C)(C)C)cc1,-9.6,-1.2,/,i,i,i,-10.2,i,i,i,i
CCN1CCN(Cc2ccc(NC(=O)c3ccc(C)c(NC(=O)c4ccno4)c3)cc2C(F)(F)F)CC1,18.4,2.8,i,i,i,i,-0.8,i,i,i,i
Cc1ccc(C(=O)N(Cc2nc3ccccc3c(=O)[nH]2)C2CCCC2)cc1,2.0,1.0,i,i,i,i,-11.2,i,i,i,i
O=C1N(c2ccc(Cl)cc2)C(c2ccc(Cl)cc2)N2CCCN12 (stereo not given),-7.4,-4.3,i,i,i,i,-14.9,i,i,i,i
CC(C)Cc1nnc(NC(=O)CN2C(=O)c3ccccc3C2=O)s1,-2.8,-4.5,i,i,i,i,-16.5,i,i,i,i
O=C(O)CN1C(=O)C(=O)N(Cc2cccc(F)c2)C1=O,-0.2,2.6,i,i,i,i,-3.3,i,i,i,i
Cc1ccc(NC(=O)CNC(=O)c2cccs2)nc1,0.1,-5.9,i,i,i,i,-9.7,i,i,i,i
CC(C)(C)n1nnnc1C(c1cccc(C#N)c1)N1CCCCCC1 (stereo not given),-0.4,/,i,i,i,i,-9.8,i,i,i,i
COCCN(C(=O)CSc1nnc(-c2cccc(C)c2)n1C)c1c(N)n(Cc2ccccc2)c(=O)[nH]c1=O,/,/,/,i,i,i,-5.0,i,i,i,i

# Next section:
Molecule,DYRK1A inh,Platelet DG rel,PolyA inh,TRPC4 act,KCNK3 block,KCNQ1 act,hERG rescue,KCNK9 inh,KCNQ1 inh,TRPC4 block,TRPC4 potent
C(=C\c1nnc(-c2cccs2)o1)/c1ccccc1,2.1,-5.3,i,i,i,i,-1.5,i,i,i,i
O=c1ccn(Cc2ccccc2Cl)cc1,3.1,-0.9,i,i,i,i,-6.5,i,i,i,i
COc1ccccc1CNC(=O)C(=O)NCC1OCCN1S(=O)(=O)c1ccc2c(c1)OCCO2 (stereo not given),-2.1,-0.7,i,i,i,i,-8.8,i,i,i,i
CN(CC(=O)NCc1ccccn1)S(=O)(=O)c1ccccc1,0.0,-3.4,i,i,i,i,0.6,i,i,i,i
COCc1c(C(=O)N/N=C(/C)c2ccc(OCc3ccccc3)cc2)nnn1-c1nonc1N,-1.5,4.6,i,i,i,i,-3.3,i,i,i,i
CC(C)NC(=O)c1ccc(Sc2ccccc2)c([N+](=O)[O-])c1,-2.7,3.6,i,i,i,i,-4.3,i,i,i,i
CC[C@H](C)C(C(=O)N1CCN(C(=O)OC(C)(C)C)CC1)n1cc(C(CO)NC(=O)OC(C)(C)C)nn1 (stereo not given in full),-10.2,-3.3,i,i,i,i,-7.0,i,i,i,i
Cc1ccc(-c2ccccc2)n1-c1cccc(C(=O)O)c1,/,3.4,i,i,i,i,-9.0,i,i,i,i
CC(C)CNC(=O)CC(=O)N/N=C/c1cccs1,1.8,-27.0,i,i,i,i,-5.9,i,i,i,i
COc1ccc(C(=O)N/C(=C\c2cn(S(=O)(=O)N(C)C)c3ccccc23)C(=O)N2CCN(C)CC2)cc1,-5.1,-5.5,i,i,i,i,-4.8,i,i,i,i
COc1ccc(OC)c(C(c2nnnn2CC2CCCO2)N2CCN(C)CC2)c1 (stereo not given),-3.7,8.0,i,i,i,i,-1.3,i,i,i,i
O=c1cc(CO)oc(CN2CCN(CCO)CC2)c1O,12.5,1.1,i,i,i,i,-5.5,i,i,i,i

# Later entries.
Molecule,DYRK1A inh,Platelet DG rel,PolyA inh,TRPC4 act,KCNK3 block,KCNQ1 act,hERG rescue,KCNK9 inh,KCNQ1 inh,TRPC4 block,TRPC4 potent
Cc1ccccc1CSCc1nc2ccccc2[nH]1,3.3,-6.6,/,i,i,i,-7.5,i,i,i,i
Cc1cnc(NC(=O)COc2cccc3c2OC(C)(C)C3)s1,-6.7,/,i,i,i,i,-6.7,i,i,i,i
Cc1nn(CCCC(=O)Nc2nccs2)c(C)c1[N+](=O)[O-],-4.3,-0.9,i,i,i,i,-2.5,i,i,i,i
CC(C)(C)c1ccc(/C=N/NC(=O)c2ccccn2)cc1,-3.7,17.0,i,i,i,i,-13.7,i,i,i,i
COc1ccc(OCC(=O)NNC(=O)c2cccc(S(=O)(=O)N(C)C)c2)cc1,-6.3,-17.8,i,i,i,i,-3.9,i,i,i,i
COc1ccccc1CCN1CCCC(CN(C)Cc2ccc(OCCO)cc2)C1 (stereo not given),/,1.7,i,i,i,i,-10.4,i,i,i,i
O=C(Cc1ccc(S(=O)(=O)N2CCCC2)s1)N1CCN(c2ccccc2)CC1,-1.8,0.4,i,i,i,i,-13.9,i,i,i,i
O=C(OCc1ccc([N+](=O)[O-])cc1)c1ccccn1,-4.3,-4.1,i,i,i,i,-7.4,i,i,i,i
COc1ccccc1N1CCN(Cc2ccc(OC)c(OC)c2OC)CC1,-1.3,1.6,i,i,i,i,-7.8,i,i,i,i
Cc1c(OCc2ccc(C(=O)O)cc2)ccc2c(-c3ccccc3)cc(=O)oc12,-1.1,0.5,i,i,i,i,-20.7,i,i,i,i
CCN1CCN(CCOc2ccccc2OCc2ccccc2)CC1,-1.5,-4.4,i,i,i,i,-9.8,i,i,i,i
Cc1ccc(S(=O)(=O)NCc2ccc(C(=O)NCc3cccnc3)cc2)cc1,/,-7.6,i,i,/,i,-2.4,i,i,i,i

# More records follow:
Molecule,DYRK1A inh,Platelet DG rel,PolyA inh,TRPC4 act,KCNK3 block,KCNQ1 act,hERG rescue,KCNK9 inh,KCNQ1 inh,TRPC4 block,TRPC4 potent
COc1ccc([N+](=O)[O-])cc1NC(=O)C(C)Sc1ccc(C)cc1 (stereo not given),-0.8,-3.2,i,i,i,i,-5.0,i,i,i,i
CCCCCC(=O)N/N=C/c1cc(Br)c(O)c(OC)c1,3.5,0.2,i,i,i,i,-3.7,i,i,i,i
CCOC(=O)Cc1csc(NC(=O)COc2cc(C)cc(C)c2)n1,-1.3,3.1,i,i,i,i,-12.0,i,i,i,i
CC(=O)c1ccc(N2CCN(C(=O)c3cc4c(C)nc5ccccc5c4o3)CC2)cc1,-1.8,4.6,i,i,i,i,-6.5,i,i,i,i
CCOC(=O)Nc1nc(C)c(C(=O)N(C)C)s1,-4.1,-2.1,i,i,i,i,-6.5,i,i,i,i
Cc1cccc2nc(-c3ccco3)c(Nc3ccc4c(c3)OCO4)n12,-3.6,1.8,i,i,i,i,-11.5,i,i,i,i
Cc1ccc(C)c(N2CCN(c3ccc([N+](=O)[O-])cn3)CC2)c1,3.4,-4.6,i,i,i,i,-4.7,i,i,i,i
COc1ccc(C(=O)NCC(=O)Nc2ccccc2)cc1OC,3.3,-0.1,i,i,i,i,-2.8,i,i,i,i
C=CCNC(=O)N1CCCC(C(=O)c2cccc(OC(C)C)c2)C1 (stereo not given),11.6,0.9,i,i,i,i,-3.7,i,i,i,i
Fc1ccc(/C=C\c2nccc3c2[nH]c2ccccc23)cc1,/,-7.8,i,i,i,i,-12.1,i,i,i,i
CNC(=O)NC(=O)Cn1nc2n(c1=O)-c1ccccc1SC2,-0.1,-4.0,i,i,i,i,-8.4,i,i,i,i
CSCCC(NC(=O)c1ccco1)C(=O)OCC(=O)Nc1ncc(Cl)c(C)c1Cl (stereo not given),17.1,-13.9,i,i,i,i,-8.8,i,i,i,i
